# BCR signal inh: qHTS Assay to Find Inhibitors of Chronic Active B-Cell Receptor Signaling | ABC-DLBCL IkBa-CBG/CBR reporter, luminescence ratio, 4 h | Potency, µM (series often up to 46.1 µM), for the others: at the top dose ratio change, negative = lower green/red ratio, usual class: inhibitors | 340,000 compounds, 0.05% hits; active means well fitted inhibition curve with a large enough effect in the signal ratio, with a control signal flat, not every such curve was filed as active; inconclusive means small, poorly fitted or top-dose-only effect, or effect the other way, or a change in a side signal; the % refers to the signal ratio;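 further: potency means the concentration at half of the fitted maximal effect; plate controls were basal doxycycline-induced cells for no effect and cells given 10 µM MG132 for full effect; MG132 reads +100%, hits lower the ratio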
#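 Doxycycline induced both beetle luciferases in TMD8 lymphoma cells; IKK-driven degradation limits the IkappaBalpha-fused green signal, while red luminescence normalises for cell number and nonspecific effects. Compounds tested up to 46 uM, 4 hrs.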
# PTAP TSG101 blk: qHTS Assay for Iinhibitors of HIV-1 Budding by Blocking the Interaction of PTAP/TSG101; Potency, µM (titrated, usually from 115 µM), for inactives: at the top dose activity change, negative = inhibition, usual class: inhibitors; Tumor susceptibility gene 101 protein (Homo sapiens), Q99816; 340,000 tested, under 10 active; Fluorescence polarization, FITC-PTAP peptide / Tsg101 binding; active means well fitted inhibition curve with a large enough effect in the main read-out, with a control signal flat, not every such curve was filed as active; inconclusive means small, poorly fitted or top-dose-only effect, or effect the other way, or a change in a side signal; inactive means no such curve, though single readings can be large or run the other way; further: potency means the concentration at half of the fitted maximal effect; % of control where 0% means no effect
#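 Fluorescence polarization binding of Tsg101 binding domain (10 uM final) to FITC-labeled PTAP peptide (50 nM final) in HEPES pH 7.5 buffer with NaCl, Tween 20, EDTA, TCEP. Compounds added before peptide; binding 20 min at RT.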
# Menin-MLL TR inh: qHTS Assay for Inhibitors Targeting the Menin-MLL Interaction in MLL Related Leukemias: Competition With Texas Red Labeled MLL-derived Mutant Peptide; AID 1768, 2009; O00255; 270,000 compounds, 0.23% hits; Menin + Texas Red MLL mutant peptide, fluorescence polarization; Potency, µM (series often up to 61.6 µM), for inactives: at the highest dose FP activity change, negative = inhibition, actives largely listed as inhibitors; active means well fitted inhibition curve with a large enough effect in the polarisation, with a control signal flat, not every such curve was filed as active; inconclusive means small, poorly fitted or top-dose-only effect, or effect the other way, or a change in a side signal; inactive means no such curve, though single readings can be large or run the other way; the % refers to the polarisation; further: potency means the concentration at half of the fitted maximal effect; % of control where 0% means no effect; many of its hits are not listed in these tables
# PKM2 act: qHTS Assay for Activators of Human Muscle isoform 2 Pyruvate Kinase; Potency, µM (highest dose often 57.5 µM), without a hit: at the top dose activation, actives largely listed as activators; Pyruvate kinase PKM (Homo sapiens), P14618; 260,000 compounds, 0.34% hits; purified PKM2, Kinase-Glo ATP luminescence, activation; response scale: 0% is enzyme alone, no compound; further: potency means the concentration at half of the fitted maximal effect; on the % scale 0 is the no-effect control and ±100 the full control effect; nearly all actives have a fitted effect of over 55% in size
#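 Purified hPK-M2 (>95% pure) converted ADP (0.1 mM final) to ATP with 0.5 mM PEP in 50 mM imidazole pH7.2, KCl, MgCl2, Tween 20, BSA; 1 h at room temperature. ATP detected by Kinase-Glo luminescence.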
# GALK inh: qHTS Assay for Inhibitors of Human Galactokinase (GALK); P51570; Purified GALK, Kinase-Glo residual ATP luminescence; Potency, µM (series often up to 57.5 µM), for inactives: at the top dose activity change, negative = inhibition, actives largely listed as inhibitors; 270,000 compounds, 0.007% hits; further: potency means the concentration at half of the fitted maximal effect; on the % scale 0 is the no-effect control and ±100 the full control effect
#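 Quantitative HTS: GALK 5 nM, ATP 35 uM, galactose 100 uM, 1 h room temperature, then luciferase-based ATP detection.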
# FBPA coupling cs: qHTS Assay for Inhibitors of Fructose-1,6-bisphosphate Aldolase from Giardia Lamblia: Coupling assay counterscreen. activity change, negative = inhibition, % at 58.2 µM, hits read low. AID 2472, 2010. 290,000 compounds, 0.67% hits. coupling enzyme system counterscreen, AmpLite Red fluorescence; in the data active means activity change below about -30%; further: on the % scale 0 is the no-effect control and ±100 the full control effect
#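 Compounds tested against the coupling enzymes alone at 57.5 uM final; readout was AmpLite Red fluorescence (525/598 nm) after 20 min at RT.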
# Integrin act MD: qHTS for Activators of Integrin-Mediated Alleviation for Muscular Dystrophy. alpha7betagal myoblasts, beta-gal FDG fluorescence, 48 h. AID 624291, 2012. Potency, µM (series often up to 38.3 µM), for the others: top-dose activation, most hits filed as activators. 350,000 compounds, 0.064% hits;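 further: potency means the concentration at half of the fitted maximal effect; 100% = response of the positive control SU9516; nearly all actives have a fitted effect of over 60% in size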
#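 alpha7betagal+/- myoblasts (passage 13, 250/well) treated 48 h at 37C with compounds at 1:260 dilution of DMSO stock. Lysed, then beta-galactosidase activity read as FDG fluorescence (ex 480/em 540) after 30 min, with pre-read for autofluorescence.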
# Giardia killer: Small Molecules that selectively kill Giardia lamblia: qHTS; activity change, % at 7.66 µM, hits read low; AID 540267, 2011; Giardia lamblia trophozoite viability; 340,000 compounds, 0.15% hits; in the data active means activity change below about -80%; inconclusive means between about -30% and that limit;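 further: parasites exposed to compound for two days anaerobically before the ATP read; on the % scale 0 is the no-effect control and ±100 the full control effect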
#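 Compounds were tested on trophozoites seeded at 100 cells/well and held 48 hrs at 37 deg C anaerobically. An ATP-based luminescent kit measured the remaining live cells.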
# Tb PFK block: qHTS Assay to Find Inhibitors of T. brucei phosphofructokinase; Potency, µM (series often up to 57.5 µM), without a hit: at the top dose activity, negative = inhibition, most hits filed as inhibitors; AID 485367, 2010; ATP-dependent 6-phosphofructokinase (Trypanosoma brucei brucei), O15648; T. brucei PFK, ADP-Glo luminescence; 330,000 compounds, 0.17% hits;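 further: potency means the concentration at half of the fitted maximal effect; 0% = uninhibited 1x PFK enzyme wells and -100% = no-enzyme wells; nearly all actives have a fitted effect of over 60% in size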
# Target sequence (O15648 whole entry, looked up): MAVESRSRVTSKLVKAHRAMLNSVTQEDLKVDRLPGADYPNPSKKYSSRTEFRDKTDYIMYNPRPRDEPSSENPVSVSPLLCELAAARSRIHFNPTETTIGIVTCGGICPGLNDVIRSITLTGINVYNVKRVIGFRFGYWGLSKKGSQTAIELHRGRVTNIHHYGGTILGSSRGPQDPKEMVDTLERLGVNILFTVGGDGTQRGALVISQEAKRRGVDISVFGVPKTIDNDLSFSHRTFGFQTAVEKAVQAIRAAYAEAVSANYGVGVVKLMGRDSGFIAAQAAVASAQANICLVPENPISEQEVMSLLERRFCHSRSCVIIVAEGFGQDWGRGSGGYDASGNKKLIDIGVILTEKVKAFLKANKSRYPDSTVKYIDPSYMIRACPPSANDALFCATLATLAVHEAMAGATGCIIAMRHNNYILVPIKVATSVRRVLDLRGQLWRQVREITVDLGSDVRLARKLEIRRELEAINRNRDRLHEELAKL
#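 Compounds were pin-transferred as a titration series up to 57 uM into substrate buffer (0.5 mM F6P, 0.1 mM ATP, pH 8.0), then 1.25 nM PFK was added and reactions ran 45 min before ADP-Glo detection.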
# ASM inhibitor: Inhibitors of Secretory Acid Sphingomyelinase (S-ASM): qHTS; placental ASM, HMU-PC fluorogenic substrate, 60 min; AID 504937, 2011; Potency, µM (doses to about 57.5 µM), inactives show at the highest dose activity change, negative = inhibition, most hits filed as inhibitors; 340,000 compounds, 0.006% hits; further: potency means the concentration at half of the fitted maximal effect
#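 Human placenta-derived ASM enzyme was preincubated with compound for 10 minutes at room temperature, then given fluorogenic substrate HMU-PC0 (9 uM final) for 60 minutes at 37 °C; a pH 10 stop preceded fluorescence reading at Ex 386/Em 447 nm.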
# B2AR arrestin: qHTS assay of beta-arrestin-biased ligands of beta2-adrenergic receptor | AID 492947, 2010 | 330,000 compounds, 0.02% hits | Beta-2 adrenergic receptor (Homo sapiens), P07550 | beta-arrestin recruitment to beta2AR, cell-based reporter | Potency, µM (series often up to 46.1 µM), for inactives: at the highest dose activation, most hits filed as activators;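 further: potency means the concentration at half of the fitted maximal effect; 0% = DMSO controls and full agonism = EC100 isoproterenol or metaproterenol; nearly all actives have a fitted effect of over 65% in size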
# Target sequence (P07550 whole entry, looked up): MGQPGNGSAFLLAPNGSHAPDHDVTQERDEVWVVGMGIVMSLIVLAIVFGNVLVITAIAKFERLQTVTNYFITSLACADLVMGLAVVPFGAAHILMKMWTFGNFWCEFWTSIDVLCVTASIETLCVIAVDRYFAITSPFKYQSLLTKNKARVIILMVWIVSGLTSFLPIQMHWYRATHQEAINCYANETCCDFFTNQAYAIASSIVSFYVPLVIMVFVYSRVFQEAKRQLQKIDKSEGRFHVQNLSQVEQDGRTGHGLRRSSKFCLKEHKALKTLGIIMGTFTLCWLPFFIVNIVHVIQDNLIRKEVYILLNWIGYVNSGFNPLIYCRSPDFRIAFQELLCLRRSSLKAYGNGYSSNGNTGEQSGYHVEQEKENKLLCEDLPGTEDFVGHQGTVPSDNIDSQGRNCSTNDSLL
# The depositor's hits bear a star; i = inactive; ? = inconclusive; · = not tested or not shown; [ ] = remark or other dose. Unless noted, the call rests on the fitted dose curve; in most records, active means well fitted curve in the direction sought with a large enough effect; inconclusive means small, poorly fitted or top-dose-only effect, or another doubt; inactive means no such curve, though single readings can be large; an effect the other way counts as inactive or inconclusive. This is a subset; the hit share may differ from the screen's.
SMILES,BCR signal inh,PTAP TSG101 blk,Menin-MLL TR inh,PKM2 act,GALK inh,FBPA coupling cs,Integrin act MD,Giardia killer,Tb PFK block,ASM inhibitor,B2AR arrestin
COc1cc(C2NC(=O)NC(C)=C2C(=O)OC2CCCC(C)C2)cc(Br)c1O (centres undefined),?,-10%,6%,-1%,-5%,0,21%,18,1%,-2%,-0.5%
CC(CCc1ccccc1)NC(=O)c1ccccc1 (centres undefined),?,-3%,2%,-8%,-2%,0,32%,-1,-3%,1%,-0.2%
CC(=O)c1c(COC(=O)c2ccncc2)nc2ccccc2[n+]1[O-],1%,0%,-27%,-4%,0%,2,-15%,-26,5%,0%,-0.3%
CCC(=O)/C=C1/Sc2ccccc2N1CC,?,-2%,0%,5%,-2%,1,-34%,-2,-8%,0%,-0.5%
Cc1cccc(N(Cc2ccccc2)C(=O)CN2C(=O)NC3(CCCCC3C)C2=O)c1 (centres undefined),3%,-9%,·,·,·,·,18%,18,1%,-2%,-0.5%
Cc1ccccc1CN1CCCOCCS1(=O)=O,4%,-2%,6%,-1%,·,0,1%,?,0%,1%,-0.5%
C/C(=N/NC(=O)c1cc2ccccc2cc1O)c1ccco1,0%,-3%,·,-18%,1%,·,6%,-27,8%,-1%,-0.5%
COc1ccc(-n2c(SC)nc(O)c(Cc3ccccc3)c2=O)cc1,-7%,-3%,27%,0%,-1%,-1,-13%[7.66 µM],1,-3%,8%,0.0%
Cc1cc(S(=O)(=O)N2CCCC(N(C)CCc3ccccn3)C2)c(C)cc1Cl (centres undefined),-5%,4%,·,·,0%,·,-9%,-10,-2%,i,-0.2%
COc1ccc2cnn(-c3ccc(C)cc3)c(=O)c2c1OC,4%,-1%,-8%,-20%,0%,-1,-18%,-7,-4%,1%,0.6%
O=C(Nc1cccnc1)c1ccc(Cl)c(S(=O)(=O)N2CCCCCC2)c1,?,3%,25%,1%,-3%,1,-20%,0,-4%,-7%,0.0%
Cc1cc(=O)[nH]c(N/N=C/c2ccco2)n1,7%,1%,?,-2%,-2%,2,19%,5,-14%,3%,-0.1%
Cc1ccc(CCC(=O)Nc2cc(Cl)ccc2Cl)o1,-1%,1%,-17%,-4%,5%,0,23%,-22,1%,2%,0.6%
O=C(N/N=C/c1ccccc1Cl)c1ccncc1,4%,-8%,2%,0%[11.5 µM],8%,3,19%,-1,0%,3%,0.0%
CC1(C)Cc2c(c(N3CCOCC3)nc3snc(N)c23)CO1,-3%,-3%,7%,-5%,-1%,-2,-70%[inhibitor],-9,0%,4%,0.1%
Cc1cc(C)nc(SCCn2c(N(C)Cc3ccccc3)nc3c2c(=O)n(C)c(=O)n3C)n1,0%,-5%,4%,7%,-1%,0,-6%,-4,1%,-1%,-0.3%
Cc1nn(C(C)C(=O)NCCCN2CCCCCC2)c(=O)c2cc3sccc3n12 (centres undefined),-6%,-1%,·,·,2%,·,-32%,7,-3%,-2%,3.7%
CC(C)(C)c1csc(NC(=O)c2ccncc2)n1,7%,0%,22%,-1%,-2%,0,-47%[inhibitor],-5,-3%,2%,0.2%
C/C(=N\OC(=O)C1CC1)C1CC1c1ccc(F)cc1 (centres undefined),11%,0%,-15%,-3%,6%,1,17%,-7,-8%,-3%,0.5%
Brc1ccc(COn2ccnc2)cc1,0%,-9%,0%,3%,5%,3,-2%,12,1%,3%,-0.7%
O=C(CNC(=O)N1CC(=O)Nc2ccccc21)Nc1ccccc1F,-1%,-2%,·,·,-2%,·,21%,24,2%,6%,0.4%
O=C(CCOc1ccccc1F)N1CCN(c2ccccc2O)CC1,-4%,-3%,-14%,2%,0%,-2,-2%,6,-5%,1%,-0.9%
Cn1c(=O)c([N+](=O)[O-])c(-n2cnc3ccccc32)c2ccccc21,9%,-2%,·,3%,2%,1,-20%,6,1%,-1%,-0.3%
COc1ccc(CCn2c(=N)c(C(=O)NCCN3CCOCC3)cc3c(=O)n4ccccc4nc32)cc1OC,?,0%,-24%,-4%[0.46 µM],-1%,-2,14%,-17,-5%,30%[activator],0.1%
O=C(Nc1ncn[nH]1)c1ccc(Cl)c(Cl)c1,-7%,-5%,·,·,·,·,5%,19,1%,2%,-1.0%
O=C(O)c1ccccc1NC(=O)c1cc(-c2ccccc2)nc2ccccc12,2%,-3%,?,4%,15%,17,26%,13,3%,18%,0.1%
Fc1ccc(NC(=S)NCCc2ccccn2)cc1,-9%,-3%,11%,-10%,4%,-4,-12%,-8,0%,3%,-0.3%
O=C(C1CCCCC1)N1CCN(S(=O)(=O)c2ccc(Cl)cc2)CC1,1%,-2%,-16%,4%,0%,2,31%,1,-2%,0%,0.3%
O=C(NC1CCCC1)C(c1ccncc1)N(C(=O)c1csnn1)c1ccccc1F (centres undefined),?,-1%,18%,-4%,-3%,1,-18%,-11,5%,10%,-0.4%
O=C(NCCc1ccccc1Cl)C1CCC(=O)N(CCCc2ccccc2)C1 (centres undefined),?,-3%,-6%,·,0%,1,16%,-29,0%,-1%,-1.1%
Cc1nn(C)cc1CNC(=O)C1CCC(=O)N(CC2CCCCC2)C1 (centres undefined),6%,0%,-3%,-1%,-2%,-1,?,-7,0%,4%,-0.1%
COc1ccc(CCC2(C)NC(=O)N(C(C)C(=O)Nc3ccccc3F)C2=O)cc1 (centres undefined),0%,-3%,·,·,·,·,11%,-27,-1%,3%,-0.1%
O=c1[nH]c(NCCCO)nc2c1C1(CCCC1)Cc1ccccc1-2,?,-8%,-4%,-1%,0%,-6,5%,3,-4%,92%[activator],0.0%
Cc1cccc(N2C(=O)N3[C@H](c4ccc(F)cc4)[C@@H]4C(=O)N(C5CCCCC5)C(=O)[C@@H]4[C@]3(Cc3ccc(Cl)cc3)C2=O)c1,1%,0%,8%,1%,·,-7,8%,10,1%,-2%,-1.1%
Cc1ccc(NC(=O)N(CCC#N)Cc2ccccc2)cc1,0%,2%,·,0%,-2%,2,44%,12,-5%,-1%,-1.1%
COCC(=O)N1CCC(Oc2ccc(C(=O)NCCc3ncccc3C)cc2)CC1,5%,-1%,8%,1%[0.46 µM],2%,-4,-1%,12,0%,5%,-1.3%
CCOC(=O)[C@H]1[C@H]2COc3ccc(C)cc3[C@@H]2N2C(=O)c3cc(OC)c(OC)cc3NC(=O)[C@@]12C,-3%,·,·,·,·,·,0%,?,-5%,7%,0.4%
Fc1ccc(Cn2cc(C(=S)N3CCOCC3)c3ccccc32)cc1,0%,-3%,·,2%,2%,-16,?,4,1%,-1%,-0.7%

# 2 compounds picked at random from the list so far:
SMILES,BCR signal inh,PTAP TSG101 blk,Menin-MLL TR inh,PKM2 act,GALK inh,FBPA coupling cs,Integrin act MD,Giardia killer,Tb PFK block,ASM inhibitor,B2AR arrestin
O=C(CNC(=O)N1CC(=O)Nc2ccccc21)Nc1ccccc1F,-1%,-2%,·,·,-2%,·,21%,24,2%,6%,0.4%
Fc1ccc(NC(=S)NCCc2ccccn2)cc1,-9%,-3%,11%,-10%,4%,-4,-12%,-8,0%,3%,-0.3%

# Of the compounds above, these contain an aryl thioether with sulfur outside any ring:
SMILES,BCR signal inh,PTAP TSG101 blk,Menin-MLL TR inh,PKM2 act,GALK inh,FBPA coupling cs,Integrin act MD,Giardia killer,Tb PFK block,ASM inhibitor,B2AR arrestin
COc1ccc(-n2c(SC)nc(O)c(Cc3ccccc3)c2=O)cc1,-7%,-3%,27%,0%,-1%,-1,-13%[7.66 µM],1,-3%,8%,0.0%
Cc1cc(C)nc(SCCn2c(N(C)Cc3ccccc3)nc3c2c(=O)n(C)c(=O)n3C)n1,0%,-5%,4%,7%,-1%,0,-6%,-4,1%,-1%,-0.3%
